MMP13 fTHP cleavage: MMP13 inhibitors among fluorescent compounds, confirmation, biochemical, possible fluorescent artifacts, delta fluorescence (AID 734); MMP13 fTHP FRET cleavage, delta fluorescence 4 h; active compounds read high; inhibition, %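 (each compound tested at 4 µM nominal in triplicate)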; Collagenase 3 (Homo sapiens); 5,100 tested, under 10 active;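 active = inhibition above the mean inhibition over all tested compounds plus 3 SD, cut at about 75% in these data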;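 note: 0% = DMSO only wells and 100% = 8 µM reference MMP13 inhibitor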
* = called active by the depositor.

SMILES | MMP13 fTHP cleavage
CC[C@@H]1C(=O)OC[C@@H]1Cc1cncn1C | 3

Source: PubChem BioAssay

These rows are one share of the data. The share of hits here may be higher or lower than overall.
